# Screens from PubChem BioAssay.
# EBV gp42 block – blocks Epstein-Barr virus glycoprotein 42 binding. AID 1085. Q1HVG2. Fluorescence polarization binding assay, mP read-out. inhibition, % (tested at 21.74 µM). 0.42% of 220,000 active; in the data active = inhibition above about 50%
# Target sequence (Q1HVG2 whole entry, looked up): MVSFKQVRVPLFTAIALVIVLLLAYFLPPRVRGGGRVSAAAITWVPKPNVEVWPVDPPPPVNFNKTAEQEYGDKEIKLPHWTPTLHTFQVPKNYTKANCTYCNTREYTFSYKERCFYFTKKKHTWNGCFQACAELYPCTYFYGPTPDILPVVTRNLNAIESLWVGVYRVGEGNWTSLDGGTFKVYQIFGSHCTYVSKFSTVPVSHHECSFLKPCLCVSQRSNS
# NCF1 inh – inhibitors of human p47phox binding; inhibition, % at 24.7 µM; P14598; p47phox/p22phox peptide binding, fluorescence polarization, 2 h; 0.53% of 220,000 active;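 active = inhibition above about 30%, limit read from the data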;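 also: 0% = p47phox with labelled peptide and 100% = labelled peptide alone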
# Target sequence (P14598 whole entry, looked up): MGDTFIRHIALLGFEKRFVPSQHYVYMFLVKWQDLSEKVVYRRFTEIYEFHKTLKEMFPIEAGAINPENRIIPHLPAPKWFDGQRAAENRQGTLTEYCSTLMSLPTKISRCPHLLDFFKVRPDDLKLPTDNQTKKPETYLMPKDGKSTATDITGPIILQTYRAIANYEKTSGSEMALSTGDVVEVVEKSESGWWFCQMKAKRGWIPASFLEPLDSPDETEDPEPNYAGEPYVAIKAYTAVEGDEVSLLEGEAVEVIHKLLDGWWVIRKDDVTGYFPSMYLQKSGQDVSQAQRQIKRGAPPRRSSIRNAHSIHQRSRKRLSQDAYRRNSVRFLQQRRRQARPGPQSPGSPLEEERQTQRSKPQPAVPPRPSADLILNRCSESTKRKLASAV
# MDM2 E3 inh – blocks human Mdm2 ubiquitin ligase activity | Q00987 | cell-based MDM2 ubiquitination luciferase reporter, 2 h; 0 = plate control, 100 = twice control, blank-subtracted | signal enhancement, % at 5 µM | 0.11% of 210,000 active;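 active = signal enhancement of 30% or more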;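 also: luminescence tracks abundance of the self-degrading MDM2-luciferase fusion protein; higher signal means inhibition of MDM2 E3 ligase activity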
# Target sequence (Q00987 whole entry, looked up, the tested form may be a part): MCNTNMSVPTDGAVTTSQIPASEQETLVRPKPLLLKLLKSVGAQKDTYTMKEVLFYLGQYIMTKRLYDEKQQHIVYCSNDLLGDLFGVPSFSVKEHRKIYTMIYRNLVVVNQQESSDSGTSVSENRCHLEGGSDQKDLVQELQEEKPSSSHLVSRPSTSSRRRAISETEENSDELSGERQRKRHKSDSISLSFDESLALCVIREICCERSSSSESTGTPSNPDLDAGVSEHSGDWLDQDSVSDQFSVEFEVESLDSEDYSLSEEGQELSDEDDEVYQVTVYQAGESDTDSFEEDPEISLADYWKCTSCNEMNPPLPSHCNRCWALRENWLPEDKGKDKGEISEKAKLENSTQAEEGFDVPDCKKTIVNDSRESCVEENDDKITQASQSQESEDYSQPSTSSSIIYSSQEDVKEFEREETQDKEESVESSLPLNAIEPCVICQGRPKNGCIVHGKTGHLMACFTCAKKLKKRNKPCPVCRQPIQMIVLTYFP
#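 Assay system: stable mammalian line carrying autodegrading MDM2–luciferase fusion reporter; Input: 2000 cells in each well; Compound dosing: single-point 5 µM; Schedule: 2 h compound exposure at 37 °C; Signal: SteadyLite luciferase luminescence after 15 min room-temperature reagent incubation; Evaluation: % luminescence enhancement versus blank-corrected plate control mean; Benchmarks: plate controls and plate blanks.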
# TRPML3 agonist – activates the human TRPML3 channel; AID 1448; 0.29% of 220,000 active; HEK293 TRPML3-YFP, Fluo-8 calcium fluorescence; 100% = the carbachol control signal; activation, % at 3 µM;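 active = activation above its plate's cutoff, the mean activation of the plate's test wells plus 3 SD, cut at about 12% in these data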;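 also: 0% = DMSO only wells and 100% = carbachol wells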
#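 Test system: HEK293 cells stably carrying human TRPML3-YFP; Doses: single dose, 3 µM final nominal compound, 0.3% DMSO final; Schedule: dye loading 1 h 37 °C then 30 min ambient, 125 s read; Technique: Fluo-8 calcium fluorescence; Benchmarks: high control carbachol 87 µM, low control DMSO.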
# TRPN1 ag – activates the zebrafish TRPN1 channel; activation, % at 3 µM; 0.18% of 220,000 active; HEK293 zebrafish TRPN1-YFP, Fluo-8 calcium fluorescence; 100% = response to 87 µM carbachol;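 active = activation above its plate's cutoff, the mean activation of test wells on that plate plus 3 SD, cut at about 19% in these data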;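 also: 0% = DMSO alone and 100% = 87 µM carbachol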
#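 Material – zebrafish TRPN1-YFP in HEK293 cells · Doses – 3 µM single point · Schedule – dye 1 h 37 °C plus 30 min RT · Signal – Fluo-8 calcium fluorescence, excitation 470-495 nm, emission 515-575 nm · Read-out – % activation versus carbachol response · Control set – carbachol high, DMSO low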
# PPC-1+TRAIL kill – compounds killing PPC-1 cancer cells with TRAIL present (potentiator screen, no TRAIL-free arm). PPC-1 cells + TRAIL, ATPLite viability luminescence. cell killing (% activity), % at 4 µM. 0.41% of 220,000 active. AID 1443;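 active = cell killing above 50% in the first pass at 4 µM, then a duplicate retest at 5 µM averaging 50% or more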;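 also: plate controls were cells with TRAIL plus DMSO for no effect and medium-only wells lacking cells for full effect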
# Runt-SMMHC FRET – inhibitors of human RUNX1 Runt domain binding to CBFb-SMMHC; Q01196+Q13951; Cerulean-Runt/Venus-CBFb-SMMHC FRET ratio 530/480, 1 h; inhibition, % at 20 µM; 0.74% of 220,000 active;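 active = mean inhibition across duplicate retests at 20 µM reaching about 50%, limit read from the data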;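 also: 0% = DMSO wells and 100% = wells with excess untagged CBFb-SMMHC; inhibitors lower the FRET ratio by blocking Runt binding to CBFb-SMMHC; some results filed as inactive read as strong as hits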
# TNF death inh – inhibitors of TNF-alpha induced necroptosis in Jurkat FADD-/- cells; Jurkat FADD-/- TNF necroptosis rescue, ATP luminescence, 24 h; 0 = TNF only, 100 = no-TNF cells; activation (protection from cell death), % at 10 µM; 0.068% of 220,000 active; AID 463075;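 active = activation, meaning protection from cell death, of at least 50% relative to plate controls; inactive = activation below 50%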;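 also: necroptosis triggered by 40 ng/mL TNF-alpha added together with compound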
# CHOP inh – blocks CHOP induction under ER stress | 3.8% of 220,000 active | inhibition, % at 10 µM | AID 2732 | CHO-K1 CHOP-promoter luciferase, tunicamycin-induced, 15-18 h;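 active = compounds that reduced the stress-induced luciferase reporter signal by more than about 70% of percent inhibition, limit read from the data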;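 also: 0% = tunicamycin plus vehicle and 100% = wells without tunicamycin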
# The depositor's hits bear a star; / = not tested or not shown.
No.	SMILES	EBV gp42 block	NCF1 inh	MDM2 E3 inh	TRPML3 agonist	TRPN1 ag
1	CCOC(=O)c1c(C)n(C)c2ccc(OC)c(NC(=O)CN3CCN(C(=O)c4ccco4)CC3)c12	-16.7	-5.3	-6.6	-0.2	2.4
2	Cn1c(CNC(=O)c2ccco2)nnc1SCC(=O)Nc1cccc(F)c1	-8.0	-3.2	-4.3	0.6	0.3
3	S=c1[nH]nc(Cc2cccs2)n1-c1ccccc1	-30.4	-10.7	-3.8	0.3	-0.1
4	COc1ccc2c(OC)cc(=O)n(C)c2c1	-17.0	-3.2	-1.5	1.0	-0.2
5	CCC1CCCCN1C(=O)N[C@@H](Cc1ccccc1)C(=O)O (some centres undefined)	-10.6	-12.2	-15.8	0.3	1.6
6	COCCn1c(C)cc(C(=O)COC(=O)c2ccc(N3CCCC3=O)cc2)c1C	-13.8	-9.4	-6.8	0.8	-0.5
7	O=C(Nc1cccc(NC(=O)c2cccs2)c1)c1ccc2c(c1)OCO2	-1.6	-13.3	-11.4	1.6	0.3
8	CC1CN(C(=S)SCC(=O)c2ccccc2)CC(C)O1 (centres undefined)	-20.6	-12.8	-5.5	0.3	-1.2

No.	PPC-1+TRAIL kill	Runt-SMMHC FRET	TNF death inh	CHOP inh
1	-0.9	3.6	-0.9	12.2
2	8.5	1.4	-0.4	22.9
3	7.7	11.8	-3.2	-12.6
4	3.4	1.6	-1.3	12.3
5	2.2	-1.9	0.7	8.8
6	10.5	-0.5	-2.4	8.6
7	10.3	3.5	2.0	33.0
8	-1.0	0.6	3.4	13.7

# The listing continues:
No.	SMILES	EBV gp42 block	NCF1 inh	MDM2 E3 inh	TRPML3 agonist	TRPN1 ag
9	Cn1c(=O)c2c(nc(CN3CCN(Cc4ccccc4)CC3)n2Cc2cccc(Cl)c2)n(C)c1=O	/	/	/	-0.1	-0.5
10	O=C(Nc1ccccc1Cl)N1CCN(C/C=C/c2ccccc2)CC1	11.4	-6.1	-1.7	0.9	0.0
11	Cc1cc(C)cc(NC(=O)CN2CCc3ccccc3C2)c1	-11.0	-8.1	-13.8	-1.3	-2.8
12	CCOC(=O)c1cccc2c(=O)c(C(=O)c3ccc(Cl)cc3)c(C(=O)OC)[nH]c12	8.9	-8.4	-8.0	0.8	0.4
13	Cc1ccc(S(=O)(=O)N2CCN(C(=O)CSc3nccn3C)CC2)cc1	-10.6	-14.8	-6.4	0.3	-0.1
14	COc1ccc(C2=NO[C@@H]3[C@@H]4C[C@@H]([C@H]5C(=O)N(c6ccc7c(c6)OCO7)C(=O)[C@@H]45)[C@H]23)cc1OC	-0.4	-24.8	-5.4	1.1	-1.9
15	O=C(CS(=O)(=O)Cc1ccccc1)NCC1CCCO1 (centres undefined)	-0.2	-22.2	-17.9	0.4	0.5
16	O=C(CSc1nc2ccccc2[nH]1)N/N=C/C=C\c1ccccc1[N+](=O)[O-]	8.0	-6.4	-1.8	-0.2	-0.7

No.	PPC-1+TRAIL kill	Runt-SMMHC FRET	TNF death inh	CHOP inh
9	10.4	0.0	-1.6	/
10	-2.7	-0.4	1.0	2.1
11	21.6	-0.6	-0.8	58.6
12	38.2	-0.1	0.9	-2.0
13	4.7	1.4	2.8	7.2
14	5.6	1.8	3.2	12.7
15	6.7	-5.8	-1.0	16.1
16	18.4	0.1	1.8	27.0

# Next structures follow.
No.	SMILES	EBV gp42 block	NCF1 inh	MDM2 E3 inh	TRPML3 agonist	TRPN1 ag
17	COCCNC(=O)C(c1ccncc1)N(Cc1ccccc1)C(=O)Cn1nnc2ccccc21 (centres undefined)	5.1	10.0	-6.1	0.5	1.2
18	COc1ccc(/C=C/C(=O)c2ccc3c4c(cccc24)CC3)cc1	-42.9	-10.7	0.6	-0.2	0.5
19	COC(=O)Cc1ccc(NC(=S)N2CCN(C)CC2)cc1	-17.4	-5.1	-12.3	0.1	-1.3
20	COc1ccccc1C(=O)N1CCN=C1SC	-12.2	-3.0	-11.6	0.1	0.6
21	COC(=O)c1ccc(NC(=O)CNC(=O)C2CCCCC2)cc1	-27.0	0.6	-23.1	0.4	1.3
22	CCN(CC)CCNC(=O)c1c(O)c2cc(OC)c(OC)cc2[nH]c1=O	-15.7	-1.6	-17.5	0.5	0.8
23	CCC(C)Sc1nc(O)cc(=O)[nH]1 (centres undefined)	-12.2	-4.2	-11.2	0.8	-0.3
24	CCn1c2ccccc2c2cc(NC(=O)CNCC3CCCO3)ccc21 (centres undefined)	-3.9	-0.5	8.2	0.0	0.0

No.	PPC-1+TRAIL kill	Runt-SMMHC FRET	TNF death inh	CHOP inh
17	5.1	-3.8	-0.1	-14.0
18	1.3	-3.3	-2.1	-34.2
19	21.1	-1.2	0.2	-13.0
20	1.5	-1.8	-2.4	-21.6
21	10.8	-0.2	-0.3	32.6
22	27.5	-1.7	5.3	59.8
23	8.6	-1.2	-0.1	-0.9
24	7.7	-0.6	4.4	0.4

# New compounds follow
No.	SMILES	EBV gp42 block	NCF1 inh	MDM2 E3 inh	TRPML3 agonist	TRPN1 ag
25	CCC(O)(CC)C(=O)NN(C(=O)CCl)c1ccccc1	-14.8	-12.1	-3.2	0.3	1.1
26	S=c1nc(-c2ccccc2)c(-c2ccccc2)n[nH]1	-5.6	-10.8	-0.1	-0.1	-0.2
27	CN(C)c1nc(N)nc(Nc2ccccc2C#N)n1	-22.8	-8.7	2.0	0.1	-0.7
28	O=C(CCn1nc(-c2ccccc2)ccc1=O)N1CCOCC1	-5.8	1.4	2.7	1.1	0.9
29	CCC(C)NC(=O)C1CCN(S(=O)(=O)c2cccnc2)CC1 (centres undefined)	-18.5	-23.8	-5.0	0.5	1.4
30	O=C(COC(=O)CCCSc1nc2ccccc2[nH]1)Nc1ccc(Cl)cc1	-29.6	-15.4	-16.0	-0.9	-1.2
31	COc1ccc(OCC(=O)c2c(O)c3ccccc3oc2=O)cc1	-14.3	-24.2	-15.7	1.6	0.5
32	O=C1OC(/C=C/c2ccc(Cl)cc2Cl)=NC/1=C\c1cccs1	-9.2	17.7	6.3	0.6	-0.1

No.	PPC-1+TRAIL kill	Runt-SMMHC FRET	TNF death inh	CHOP inh
25	-5.5	4.0	22.2	-26.0
26	-3.5	4.3	1.3	15.2
27	-1.4	1.5	0.1	-23.7
28	-8.1	-2.7	0.1	53.1
29	5.4	-4.5	-0.4	13.8
30	27.9	4.5	1.2	4.3
31	5.1	8.1	-2.6	32.1
32	19.3	-75.8	-0.3	20.1

# Random excerpt: four compounds from above
No.	SMILES	EBV gp42 block	NCF1 inh	MDM2 E3 inh	TRPML3 agonist	TRPN1 ag
27	CN(C)c1nc(N)nc(Nc2ccccc2C#N)n1	-22.8	-8.7	2.0	0.1	-0.7
28	O=C(CCn1nc(-c2ccccc2)ccc1=O)N1CCOCC1	-5.8	1.4	2.7	1.1	0.9
32	O=C1OC(/C=C/c2ccc(Cl)cc2Cl)=NC/1=C\c1cccs1	-9.2	17.7	6.3	0.6	-0.1
30	O=C(COC(=O)CCCSc1nc2ccccc2[nH]1)Nc1ccc(Cl)cc1	-29.6	-15.4	-16.0	-0.9	-1.2

No.	PPC-1+TRAIL kill	Runt-SMMHC FRET	TNF death inh	CHOP inh
27	-1.4	1.5	0.1	-23.7
28	-8.1	-2.7	0.1	53.1
32	19.3	-75.8	-0.3	20.1
30	27.9	4.5	1.2	4.3

# The listing continues:
No.	SMILES	EBV gp42 block	NCF1 inh	MDM2 E3 inh	TRPML3 agonist	TRPN1 ag
33	COC(=O)c1cn(NC(=O)Cn2nc([N+](=O)[O-])c(Cl)c2C)c(=O)c2ccccc12	3.2	-5.9	-9.5	0.1	1.2
34	O=C1CC(N2CCN(c3ccccc3Cl)CC2)C(=O)N1c1ccc(F)cc1 (centres undefined)	-4.1	-4.9	-5.9	-0.1	-0.1
35	CN(C)c1ccc(-c2nc3n(n2)C(c2cccnc2)C2=C(CC(C)(C)CC2=O)N3)cc1 (centres undefined)	-16.1	2.3	-31.1	-0.3	0.6
36	O=c1c(Cc2ccc(Cl)cc2)c(O)ccn1Cc1ccccc1	0.8	-3.3	-2.5	1.1	0.8
37	O=C(Nc1ccc2c(c1)OCO2)N1CCC(CO)(CC2CCCCO2)CC1 (centres undefined)	-12.0	1.4	2.2	-0.1	-2.1
38	CCNC(=O)C(C)Sc1ccc(Cl)cc1 (centres undefined)	-10.5	-1.9	-0.1	0.1	0.1
39	Cc1cc(C)c2c(N)c(C(=O)c3ccccc3)oc2n1	-12.6	-3.3	-6.0	0.7	0.6
40	C=CCn1c(=O)c2ccccc2n2c(Sc3nnnn3-c3ccccc3)nnc12	3.3	2.4	-0.7	1.0	0.3

No.	PPC-1+TRAIL kill	Runt-SMMHC FRET	TNF death inh	CHOP inh
33	6.7	-3.6	0.8	2.6
34	-6.3	4.2	1.5	32.3
35	12.3	-10.0	-2.8	13.7
36	36.4	4.3	-1.0	17.8
37	19.6	0.2	-0.5	-11.0
38	24.9	0.1	0.2	39.6
39	11.2	-9.3	-0.5	6.7
40	-7.3	1.3	-11.4	-3.2

# (cont.)
No.	SMILES	EBV gp42 block	NCF1 inh	MDM2 E3 inh	TRPML3 agonist	TRPN1 ag
41	Cc1ccnc(NS(=O)(=O)c2ccc(NC(=O)CN3C(=O)CCC3=O)cc2)n1	19.5	0.5	-6.3	-0.4	0.2
42	CNC(=O)c1cc(Nc2nnc(-c3ccc(O)cc3)c3ccccc23)ccc1OC	15.6	-5.7	-1.9	0.2	-0.9
43	Oc1ccccc1OCCOc1ccccc1OCCOc1ccccc1O	1.2	-10.9	/	0.7	0.6
44	CCc1nc(N=Nc2c(O)[nH]c3ccccc23)c2c3c(sc2n1)CCC3	-8.0	-2.6	-10.2	0.5	1.7
45	CCCc1nnc(SCC(=O)N2CCOCC2)n1CC1CCCO1 (centres undefined)	-12.7	-1.6	-10.2	0.6	1.9
46	CN(c1ccc(C(=O)N2CCN(c3ccc(F)cc3)CC2)cc1)S(C)(=O)=O	-8.7	-10.7	-4.0	0.3	-0.5
47	CC(=O)Nc1ccc(OC(=O)c2ccc(Br)c([N+](=O)[O-])c2)cc1	-20.8	4.4	-0.2	0.6	-1.0
48	CN(C)S(=O)(=O)c1ccc(NC(=O)CCNC(=O)c2ccc([N+](=O)[O-])cc2)cc1	-19.1	-8.3	11.3	0.4	0.5
49	Cc1onc(-c2ccccc2Cl)c1C(=O)Nc1ccccc1N1CCOCC1	-3.1	-9.2	-13.1	0.0	-1.5

No.	PPC-1+TRAIL kill	Runt-SMMHC FRET	TNF death inh	CHOP inh
41	8.7	-1.9	0.9	-8.9
42	9.0	-2.6	-1.8	-9.1
43	14.4	0.9	-12.9	4.9
44	10.4	-17.0	2.5	100.8*
45	0.4	22.0	-0.6	8.0
46	-6.1	-0.5	0.3	28.4
47	-0.1	-0.2	-6.2	-25.7
48	24.0	-1.4	0.8	-12.7
49	-6.8	-0.8	0.5	29.9
